Compound activity deposited in PubChem by National Center for Advancing Translational Sciences (NCATS).
DRD3 agonist: qHTS of D3 Dopamine Receptor Agonist: qHTS; D3R DiscoveRx beta-arrestin cells, luminescence, 90 min; max activation, %; hit rate 0.58% among 410,000; in the data active means max activation above about 30%; further: 0% is about no effect; mostly tested at two doses, the higher about 12 µM
Target sequence (P35462 whole entry, looked up): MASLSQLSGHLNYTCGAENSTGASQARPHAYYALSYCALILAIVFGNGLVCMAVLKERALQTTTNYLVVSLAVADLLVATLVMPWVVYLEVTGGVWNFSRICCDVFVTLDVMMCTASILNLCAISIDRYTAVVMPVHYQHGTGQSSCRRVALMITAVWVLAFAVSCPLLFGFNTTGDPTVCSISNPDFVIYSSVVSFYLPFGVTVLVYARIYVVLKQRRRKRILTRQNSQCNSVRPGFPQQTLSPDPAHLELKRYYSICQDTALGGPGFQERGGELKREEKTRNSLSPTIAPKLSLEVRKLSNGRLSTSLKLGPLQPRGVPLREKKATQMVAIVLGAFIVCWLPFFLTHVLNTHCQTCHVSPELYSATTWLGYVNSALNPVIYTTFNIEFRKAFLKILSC
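Cells at 1500/well, incubated overnight, then treated with pinned compounds (dopamine as control) for 90 min at 37 degrees C. DiscoveRx reagent added for 30 - 60 minutes at room temperature; luminescence read.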
GLP1R cytotox: qHTS of GLP-1 Receptor Inverse Agonists: Cytotox Screen | HEK293 cAMP-luciferase reporter cells, luminescence, 24 h | Potency, µM (titrated, usually from 38.3 µM), for the others: at the highest dose activity change, negative = inhibition, most hits filed as inhibitors | hit rate 0.13% among 410,000;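 further: loss of luciferase light is scored as toxicity; potency means the concentration at half of the fitted maximal effect; on the % scale 0 is the no-effect control and ±100 the full control effect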
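Quantitative HTS format, 1536 wells, 200 cells/uL seeded. Compounds: 23 nL, 24 h, 37 °C. Detection: luciferase reagent, luminescence at 12 min RT; decreased signal taken as cytotoxic.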
KB-V1 cytotox: qHTS assay for MDR1-selective chemotherapeutics: Primary screen using the drug-selected MDR subline cells KB-V1 | KB-V1 MDR cells viability, CellTiter-Glo, 72 h | Potency, µM (highest dose often 46.1 µM), inactives show top-dose activity change, negative = cytotoxicity, most hits filed as cytotoxic | hit rate 3.4% among 400,000 | AID 1347076, 2019; further: potency means the concentration at half of the fitted maximal effect; on the % scale 0 is the no-effect control and ±100 the full control effect; nearly all actives have a fitted effect of over 60% in size
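KB-V1 cells (P-gp-expressing MDR subline of KB-3-1) in phenol-red-free DMEM with 10% FBS were exposed to library compounds over a concentration series for 72 h at 37 degrees C. Viability read by CellTiter-Glo luminescence; concentration-effect curves fitted after normalization.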
DRD3 antagonist: qHTS of D3 Dopamine Receptor Antagonist: qHTS; D(3) dopamine receptor (Homo sapiens), P35462; D3R cells, DiscoveRx beta-arrestin luminescence, antagonist mode; stronger effect = lower value; max response, negative = inhibition, %; hit rate 2.5% among 360,000; AID 652054, 2013; in the data active means max response below about -50%; inconclusive means no clear call, values can overlap the other calls; further: on the % scale 0 is the no-effect control and ±100 the full control effect; mostly tested at two doses, the higher about 12 µM
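Cells plated overnight at 1500 cells/well, then exposed to library compounds with dopamine controls for 90 minutes at 37 degrees C. DiscoveRx reagent added for 30–60 minutes at room temperature; luminescence read, quantitative HTS format.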
aSyn yeast inh: qHTS of alpha-syn Inhibitors | AID 652106, 2013 | hit rate 0.14% among 370,000 | Yeast expressing alpha-synuclein, growth rescue, BacTiter-Glo, 24 h | Potency, µM (series often up to 46.1 µM), inactives show at the top dose growth rescue (activation), most hits filed as activators; further: potency means the concentration at half of the fitted maximal effect; % of control where 0% means no effect; nearly all actives have a fitted effect of over 65% in size
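Galactose-induced alpha-syn yeast (OD600=0.02, raffinose-pregrown) + pinned cpd, 24 hr, 30 deg C; growth by BacTiter-Glo luminescence. Growth restoration scores as activation.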
GLP1R ag: qHTS of GLP-1 Receptor Agonists; hit rate 0.007% among 380,000; Potency, µM (highest dose often 45.6 µM), for inactives: top-dose activation, hits mostly activators; HEK293 GLP-1R CRE-luciferase, luminescence, 4-6 h; cells express a hypersensitive GLP-1R form; Glucagon-like peptide 1 receptor (Homo sapiens), P43220; further: potency means the concentration at half of the fitted maximal effect; % of control where 0% means no effect
GLP-1R inv ag: qHTS of GLP-1 Receptor Inverse Agonists (Inhibition Mode); Glucagon-like peptide 1 receptor (Homo sapiens), P43220; HEK293 GLP-1R CRE-luciferase, luminescence, 24 h; GLP-1R form is constitutively active; Potency, µM (highest dose often 38.3 µM), for inactives: at the highest dose activity change, negative = inhibition, hits mostly inhibitors; hit rate 1.6% among 410,000; further: potency means the concentration at half of the fitted maximal effect; on the % scale 0 is the no-effect control and ±100 the full control effect; nearly all actives have a fitted effect of over 55% in size
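Stable HEK293 clone (constitutively active GLP-1R + cAMP-response luciferase); 200 cells/uL plated, 12 h pre-culture, compound 24 hr, 37 deg C/5% CO2; detection reagent 12 min RT; luminescence.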
PTHR1 agonist: qHTS for PTHR1 Agonists: Primary Screen | Parathyroid hormone/parathyroid hormone-related peptide receptor (Homo sapiens), Q03431 | HEK293 GP2 PTHR1 cells, GloSensor cAMP luminescence, 1 h | Potency, µM (top dose mostly 115 µM), for the others: top-dose activation, usual class: activators | hit rate 0.075% among 410,000 | AID 743266, 2014; further: potency means the concentration at half of the fitted maximal effect; nearly all actives have a fitted effect of over 55% in size; some results filed as inactive show a strong effect at the top dose; inactives centre near -15; many of its hits are not listed in these tables
Target sequence (Q03431 whole entry, looked up): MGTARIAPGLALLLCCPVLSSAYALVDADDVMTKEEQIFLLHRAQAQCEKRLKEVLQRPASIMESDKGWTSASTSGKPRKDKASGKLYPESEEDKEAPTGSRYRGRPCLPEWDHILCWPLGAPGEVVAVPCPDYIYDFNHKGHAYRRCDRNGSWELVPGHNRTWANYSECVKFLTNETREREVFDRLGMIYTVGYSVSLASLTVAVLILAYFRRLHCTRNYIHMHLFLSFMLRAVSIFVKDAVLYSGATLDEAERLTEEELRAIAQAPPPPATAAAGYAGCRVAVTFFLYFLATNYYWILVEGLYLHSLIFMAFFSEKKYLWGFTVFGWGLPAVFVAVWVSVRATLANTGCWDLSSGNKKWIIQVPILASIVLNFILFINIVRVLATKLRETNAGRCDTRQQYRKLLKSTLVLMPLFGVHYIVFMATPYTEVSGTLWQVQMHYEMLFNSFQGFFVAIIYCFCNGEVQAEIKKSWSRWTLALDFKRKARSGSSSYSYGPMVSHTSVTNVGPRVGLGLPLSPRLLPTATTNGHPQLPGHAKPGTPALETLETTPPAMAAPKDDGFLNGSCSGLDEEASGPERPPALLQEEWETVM
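HEK-293-derived GP2 cells expressing PTHR1 and a GloSensor cAMP reporter, 3,000/well, plated overnight, given luciferin plus IBMX (each 0.5 mM as added) for 1 h at 37 °C, then compound for 1 h at 37 °C. Luminescence was read after 15 min at room temperature.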
TDP43 rescue: qHTS of TDP-43 Inhibitors | TDP-43 expressing yeast growth rescue, BacTiter-Glo, 24 h | Potency, µM (top dose mostly 46.1 µM), for inactives: at the highest dose growth rescue (activation), usual class: activators | hit rate 1.8% among 410,000 | AID 652104, 2013; further: potency means the concentration at half of the fitted maximal effect; % of control where 0% means no effect; nearly all actives have a fitted effect of over 50% in size
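Yeast cells expressing TDP-43 under galactose induction are exposed to compounds for 24 hr at 30 deg C. BacTiter-Glo luminescence measures growth, so protective compounds score as activators.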
* hit, by the source's call; i = inactive; u = inconclusive; x = no result given; & = joins results of further samples; [ ] = remark or other dose. Unless noted, the call rests on the fitted dose curve; in most records, active means well fitted curve in the direction sought with a large enough effect; inconclusive means small, poorly fitted or top-dose-only effect, or another doubt; inactive means no such curve, though single readings can be large; an effect the other way counts as inactive or inconclusive.

Molecule,DRD3 agonist,GLP1R cytotox,KB-V1 cytotox,DRD3 antagonist,aSyn yeast inh,GLP1R ag,GLP-1R inv ag,PTHR1 agonist,TDP43 rescue
COc1ccc(OC)c(CN2CCN(C(=O)CNC(=O)c3cc(C)cc(C)c3)CC2)c1,49*,-2%,4%,-16,-2%,-8%,u,-43%,5%
Cc1ccccc1CNc1ccc(C(CC(N)=O)NC(=O)c2ccccc2)cc1[N+](=O)[O-] (stereo not given),1,u,-9%,8,-8%,1%,u,-54%[inhibitor],1%
COc1ccc(/C=C(/NC(=O)c2ccccc2)C(=O)NCCCn2ccnc2)cc1OC,-4,-8%,10%,16,4%,-3%,11%,i,18%
CCN(CC)c1ccc(/C=N/N2CCN(Cc3cccc4ccccc34)CC2)c(O)c1,-2,-10%,16µM*,-20,-1%,-18%,u,i,-16%
O=C1Cc2ccccc2C(c2c(Cl)cccc2Cl)N1 (stereo not given),3,2%,-10%,10,2%,-10%,-26%,-3%,20%
Cc1cc(C)nc(Sc2ncnc(N)c2[N+](=O)[O-])n1,-7,u,-29%,u,-4%,-2%,u,-87%[inhibitor],7%
COC(=O)c1c(NS(=O)(=O)c2ccc(C)cc2)sc2c1CCC(C)C2 (stereo not given),-1,2%,-13%,-6,11%,9%,u,-24%,-6%
CC(C)Oc1ccc(S(=O)(=O)N2CCOCC2)cc1NC(=O)C1=COCCO1,2,-11%,u,6,1%,9%,2%,i,11%
CC(=O)N1CCCc2cc(S(=O)(=O)N(C)Cc3ccccc3)ccc21,3,-20%,u,-7,5%,3%,5%,-38%[inhibitor],-8%
Cc1cc(C(=O)NCCc2ccc(Cl)cc2)no1,-19,-5%,8%,-29,-1%,9%,4%,-3%,14%
Cc1ccccc1NN1C(=O)C=CC1=O,-7,17%,24%,-13,1%,-10%,0%,i,-13%
O=Cc1ccc(OCc2cn3ccccc3n2)cc1,-1,6%,1%,3,-9%,0%,-27%,-20%,-12%
COc1ccc(-n2nc3ccc(NC(=O)COc4ccc(C)c(C)c4)cc3n2)cc1,2,-14%,u,x,x,0%,-9%,i,7%
COc1ccc(NC(=O)CCCN2C(=O)CCC2=O)cc1Cl,3,0%,3%,-13,1%,-7%,0%,i,13%
CCC(=O)Nc1nnc(S(=O)(=O)N(CC)c2ccc(OC)cc2)s1,-4,5%,-11%,-5,-3%,-6%,0%,-20%,6%
Cc1nn(C)cc1CNC(=O)c1ccccc1Br,-2,6%,3%,18,-8%,0%,3%,i,-24%
O=C(CSc1nc2c(c(=O)[nH]1)CCCC2)Nc1cccc(O)c1,6,-1%,6%,x,x,x,19%,-2%,0%
CCc1ccccc1NC(=O)CN(C)C(=O)Cn1cnc2ccc(Cl)cc2c1=O,-3,8%,-1%,11,1%,-1%,-21%,-10%,-2%
CC(O)(c1ccccc1)c1nc(-c2cccc(F)c2)cs1 (stereo not given),-18,4%,8%,u,19%,4%,u,-13%,0%
CCOc1ccc(C(=O)NCC(=O)OCC(=O)NC2CCCC2)cc1,10,0%,0%,12,-1%,2%,2%,i,6%
CCCS(=O)(=O)NC(=O)C1(C)CCCN(C(=O)c2cccc(C)c2C)C1 (stereo not given),3,1%,6%,23,1%,-3%,20%,i,1%
Cc1ccc(S(=O)(=O)N(CC(O)Cn2c3ccccc3c3ccccc32)c2cccc(C(=O)N(C)C)c2)cc1 (stereo not given),4,-17%,u,x,-1%,-4%,u,i,15%
COc1ccc(OC)c(-c2csc(NC(=O)C3CSC4(C)CCC(=O)N34)n2)c1 (stereo not given),-5,-10%,-1%,11,2%,0%,u,i,3%
COC(=O)/C=C1/SC(=NC(=O)c2ccc(OC)cc2)NC1=O,1,8%,10%,45,5%,-5%,7%,-26%,14%
S=C(NCc1ccccc1)N1CCN(C2CCCCC2)CC1,-6,-10%,-17%,-7,15%,7%,u,-2%,u
O=C(Oc1ccccc1)c1ccccc1,5,5%,3%,-10,1%,10%,22%,-13%,-13%
CN1CCC(Oc2ccc(Sc3ccccc3)cc2)CC1,-16,-26%,u,-21,-9%,0%,0%,i,-4%
CS(=O)(=O)N(CCc1ccccc1)CC(=O)NCc1ccccn1,4,10%,1%,0,1%,-7%,2%,i,17%
Cc1cc(C)cc(N(CC(=O)NCc2ccccc2Cl)S(=O)(=O)c2c(C)[nH]c(=O)[nH]c2=O)c1,-1&6,-1%&-6%,0%&16%,2,-2%,-1%,-12%&-2%,-25%&-22%,-16%&-5%
COC(=O)c1ccc(C(=O)N2CCCC(N3CCN(c4ccccc4)CC3)C2)nc1 (stereo not given),-3,1%,7%,-4,-6%,-3%,-9%,-7%,-9%
CCCCNc1c(-c2cccc(-c3cc(C(C)=O)cs3)c2)nc2cc(C)ccn12,7,u,-14%,26,-6%,-20%,u,-93%[inhibitor],-10%
O=C(c1cccs1)N1CCCC(c2nc3c(nnn3Cc3ccccc3)c(=O)[nH]2)C1 (stereo not given),4,-3%,8%,3,-1%,14%,3%,i,16%
CC(=O)c1ccc(-c2cnc3c(NC=O)cc(-c4ccc(S(C)(=O)=O)cc4)cn23)cc1,8,-5%,0%,195,0%,16%,-11%,6%,0%
O=C(c1ccccc1CCc1ccccc1)N1CCN(c2ccccn2)CC1,1,-19%,-6%,7,-2%,3%,u,-10%[57.5 µM],-1%
O=C(NC(Cc1c[nH]c2ccccc12)C(=O)NCc1ccc(F)cc1)OCc1ccccc1 (stereo not given),1,0%,-1%,23,-2%,-1%,19%,-15%,4%
O=C1NCCN1CCNS(=O)(=O)c1ccccc1[N+](=O)[O-],1,0%,2%,0,3%,4%,10%,i,15%
CC(C)CCNC(=O)c1cn(CC(C)C)c(=O)c2c1c1ccccc1n2C,-1,-10%,5%,-16,-1%,-6%,-6%,i,17%
O=c1c2sc3ccccc3c2n(Cc2ccccc2)c(=O)n1Cc1ccccc1,6,11%,12%,x,x,0%,10%,i,-11%
CN(C)c1ccc(N=Nc2ccccc2C(=O)OCC(=O)N2CCCC2)cc1,-4,u,-17%,-17,-2%,4%,1%,i,15%
Cc1nc2nc(NCc3ccc(Cl)cc3)[nH]n2c(=O)c1Cc1ccccc1,-4,-10%,0%,x,x,x,-4%,-13%,10%
O=C(NC1CCCCC1)c1ccc2ccccc2c1,-12,-3%,-23%,0,-1%,-5%,-3%,-20%,10%
CCn1c(SCC(=O)Nc2cc(C)ccc2C)nnc1-c1cnccn1,-3,3%,0%,-12,-1%,18%,0%,i,14%
Cc1cccc(OCC(O)Cn2c(=N)n(CCN3CCOCC3)c3ccccc32)c1 (stereo not given),2,-28%,3%,-22,-1%,-4%,u,i,-9%
COc1ccc(NC(=O)N(C)C[C@H]2Oc3ccc(NC(=O)CCC(F)(F)F)cc3C(=O)N([C@H](C)CO)C[C@@H]2C)cc1,-9,-1%,3%,-5,-4%,9%,5%,-1%,5%
CC(NC(=O)C(=O)N1CCOCC1)C(c1cccs1)N1CCN(c2ccccc2F)CC1 (stereo not given),1,-19%,-3%,0,-4%,-1%,-19%,i,6%
O=C(N=C1SCC(=O)N1c1ccccc1)c1ccco1,6,-1%,u,0,0%,-5%,29%,-8%[57.5 µM],5%
CC(C)CNC(=O)COC(=O)c1cccc(S(=O)(=O)NCC(F)(F)F)c1,-14,-6%,16%,-2,-4%,3%,3%,i,-17%
CCCn1c(SCC(=O)c2cc(C)c(C)cc2C)n[nH]c1=O,4,-1%,0%,-3,-4%,2%,1%,-4%[57.5 µM],-6%

Sorted by length of the SMILES (largest number first): some entries from above
Molecule,DRD3 agonist,GLP1R cytotox,KB-V1 cytotox,DRD3 antagonist,aSyn yeast inh,GLP1R ag,GLP-1R inv ag,PTHR1 agonist,TDP43 rescue
COc1ccc(NC(=O)N(C)C[C@H]2Oc3ccc(NC(=O)CCC(F)(F)F)cc3C(=O)N([C@H](C)CO)C[C@@H]2C)cc1,-9,-1%,3%,-5,-4%,9%,5%,-1%,5%
CCCn1c(SCC(=O)c2cc(C)c(C)cc2C)n[nH]c1=O,4,-1%,0%,-3,-4%,2%,1%,-4%[57.5 µM],-6%
O=C(N=C1SCC(=O)N1c1ccccc1)c1ccco1,6,-1%,u,0,0%,-5%,29%,-8%[57.5 µM],5%

Following part.
Molecule,DRD3 agonist,GLP1R cytotox,KB-V1 cytotox,DRD3 antagonist,aSyn yeast inh,GLP1R ag,GLP-1R inv ag,PTHR1 agonist,TDP43 rescue
COc1ccccc1C(=O)Nc1cccc2nc(C)ccc12,-1,10%,13%,15,5%,12%,68%[activator],-11%,9%
CC(=O)NN1C(=O)c2ccc(Oc3ccc([N+](=O)[O-])cc3)cc2C1=O,3,20%,u,12,-3%,-2%,14%,-13%[57.5 µM],7%
O=C(NCc1cccnc1)c1cc(C2CCCCN2S(=O)(=O)Cc2ccccc2)on1 (stereo not given),-12,8%,u,0,-4%,-4%,15%,-45%,2%
COc1ccccc1C(=O)NNC(=O)c1cc2ccccc2cc1O,3,5%,u,19,-7%,3%,u,i,9%
O=C(O)CCC(=O)N1CCC(n2nnc3cc(C(F)(F)F)ccc32)CC1,3,-13%,22%,8,-1%,7%,3%,i,6%
Cn1c(CNC2CCCCC2)c(C#N)c2ccccc21,-6,-15%,u,-77*,-4%,-6%,0%,-20%,14%
CCc1nnc(NC(=O)c2cccnc2)s1,-3,-13%,11%,34,-8%,5%,-1%,14%[57.5 µM],-13%

The list is partial; count on the stated rates, not on these rows.
